High-throughput results: PubChem BioAssay, National Center for Advancing Translational Sciences (NCATS)
Lipid storage S3 = qHTS Assay for Lipid Storage Modulators in Drosophila S3 Cells. Drosophila S3 cells, BODIPY lipid droplet fluorescence, 18-24 h; cells fed with added oleic acid. lipid storage change, negative = inhibition, % at the top dose, mostly 46.1 µM; hits show Potency in µM. 320,000 compounds, 0.64% hits. AID 2685; active means well fitted inhibition curve with a large enough effect in the signal ratio, with a control signal flat, not every such curve was filed as active; inconclusive means small, poorly fitted or top-dose-only effect, or effect the other way, or a change in a side signal; the % refers to the signal ratio
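Laser-scanning cytometry quantifies lipid droplet accumulation (500–530 nm total intensity; droplet/cell object ratio) in oleic acid-fed (400 uM added) Drosophila S3 cells treated with a concentration series. 20 uM Triacsin C defined 100% inhibition.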
Lipid storage S3 cell count max = recorded beside Lipid storage S3, whose call it bears; cell number change, %; measured here: cell count max response;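 cells counted by Cell Tracker Red CMTPX staining in the red channel; peak over a dose series mostly up to 46.1 µM; percent activity relative to internal control wells on each plate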
Active calls of the source: *; i = inactive; ? = inconclusive; / = not tested or not shown; & = joins results of further samples. On the % scale 0 is the no-effect control and ±100 the full control effect; potency means the concentration at half of the fitted maximal effect. An excerpt; rates above refer to the full screens.

Start of the listing, in advance (6 entries):
Screens in order: Lipid storage S3	Lipid storage S3 cell count max
1	CCN1CCN(C(=O)N2CCOCC2)CC1
 : ?	/
2	COc1ccc(OC)c(CCNC(=O)c2ccc3c(=O)[nH]c4c(C(=O)NC(C)C)sc(=S)n4c3c2)c1
 : ?	/
3	CC(C)(C)c1csc(N(CCC#N)CCC#N)n1
 : -1%	17
4	COc1ccc(-c2cc(C(F)(F)F)n3ncc(C(=O)N4CCc5ccccc5C4)c3n2)cc1
 : ?	/
5	CCC(C)NC(=O)CC1Oc2ccc(Cl)cc2NC1=O (stereo not given)
 : ?	/
6	O=C(O)c1ccccc1CSc1nc2ccccc2s1
 : ?	/

The listing, from the start:
Screens in order: Lipid storage S3	Lipid storage S3 cell count max
1	CCN1CCN(C(=O)N2CCOCC2)CC1
 : ?	/
2	COc1ccc(OC)c(CCNC(=O)c2ccc3c(=O)[nH]c4c(C(=O)NC(C)C)sc(=S)n4c3c2)c1
 : ?	/
3	CC(C)(C)c1csc(N(CCC#N)CCC#N)n1
 : -1%	17
4	COc1ccc(-c2cc(C(F)(F)F)n3ncc(C(=O)N4CCc5ccccc5C4)c3n2)cc1
 : ?	/
5	CCC(C)NC(=O)CC1Oc2ccc(Cl)cc2NC1=O (stereo not given)
 : ?	/
6	O=C(O)c1ccccc1CSc1nc2ccccc2s1
 : ?	/
7	CCc1ccc(N2CC(C(=O)Nc3ccc4c(c3)OCCO4)CC2=O)cc1 (stereo not given)
 : ?	/
8	CC1CCCN(CCCNC(=O)CN2C(=O)COc3ccc(S(=O)(=O)N4CCOCC4)cc32)C1 (stereo not given)
 : -6%	/
9	O=C(NCCCN1CCCC1=O)[C@H](CSCc1ccccc1)N1Cc2ccccc2C1=O
 : ?	/
10	CS(=O)(=O)c1sc2nc(-c3cccs3)cc(-c3ccccc3)c2c1N
 : ?	/
11	O=C(CN1CCCCC1)Nc1ccc(C(F)(F)F)cc1Cl
 : -3%	6
12	COc1ccccc1C(=O)NC(CCSC)C(=O)NNC(=O)c1csc(N2CCOCC2)n1 (stereo not given)
 : -7%	2
13	CCCN(CCC)CC(=O)NCC1(c2ccccc2)CCOCC1
 : 3%	5
14	Cc1ccc(C(=O)N/C(=C/c2ccco2)C(=O)N2CCOCC2)cc1
 : ?	/
15	CC(Cc1ccccc1)N/C=C1\CC(=O)NC1=O (stereo not given)
 : ?	/
16	O=c1ccc2ccc(O[C@@H]3O[C@H](CO)[C@@H](O)[C@H](O)[C@H]3O)c(O)c2o1
 : ?	/
17	NC(=O)C(c1ccc(Sc2ccccc2)nn1)c1ccc(Cl)cc1Cl (stereo not given)
 : ?	/
18	CC(=O)c1cccc(NC(=O)CNC(=O)Cc2ccccc2)c1
 : ?	/
19	Cc1ccc(S(=O)(=O)NNC(=O)c2ccc(F)cc2)cc1
 : ?	/
20	Cc1nc(-c2nc(-c3c(C(=O)NNC(=O)Nc4cccc(Cl)c4)noc3C)cs2)cs1
 : ?	/
21	CCn1cc(CN2CCN(Cc3ccsc3)C(CCO)C2)cn1 (stereo not given)
 : ?	/
22	CCOC(=O)c1cccc(N2C(=O)Nc3ccccc3N2O)c1
 : ?	/
23	Cc1cc(/C=C2/C(=N)N3C(=NC2=O)SN=C3S(C)(=O)=O)c(C)n1-c1ccccc1
 : ?	/
24	Cc1cc(OCCCCOc2ccc(S(N)(=O)=O)c(C)c2)ccc1S(N)(=O)=O
 : 2%	9
25	C=CCn1c(O)c(N=NC(=S)Nc2cccc(C)c2)c2ccccc21
 : ?	/
26	N#C/C(=C\c1cccnc1)C(=O)Nc1ccc(Cl)cc1
 : ?	/
27	CC1Cc2ccccc2N1C(=O)CN(C)CC(=O)Nc1cccc(F)c1 (stereo not given)
 : ?	/
28	COc1cc(/C=C/C(=O)OCC(=O)NC(=O)NC(C)(C)C)cc(OC)c1OC
 : ?	/
29	COc1ccc(CNC(=O)COC(=O)CCCOc2ccc(Cl)cc2Cl)cc1
 : ?	/
30	Cc1cc(C)n(-c2nc(NCC(C)O)c3c4c(sc3n2)CCCC4)n1 (stereo not given)
 : ?	/
31	COc1ccc(Br)cc1CN(C)CC(O)COc1ccc(Br)cc1 (stereo not given)
 : ?	/
32	Cc1ccc(C(=O)N/N=C/c2cccc(OC(=O)/C=C/c3ccco3)c2)cn1
 : -6%	-7
33	COCCN(CCOC)Cc1c(C)[nH]c2ccccc2c1=O
 : i	/
34	C/C(CC(=O)NCc1ccco1)=N\NC(=O)c1ccc([N+](=O)[O-])cc1Cl
 : ?	/
35	Cc1cc(OCC(=O)N2CCC[C@@H]2C(=O)O)c2c(C)c(C)c(=O)oc2c1
 : ?	/
36	CCC(C)NC(=O)c1ccc(CN2CCc3ccccc3C2)cc1 (stereo not given)
 : ?	/
37	COc1ccc(OCC(=O)Nc2ccc(N3CCC(C)CC3)cc2)cc1
 : ?	/
38	NS(=O)(=O)c1ccc(CNS(=O)(=O)c2ccc(Cl)nc2)cc1
 : ?	/
39	O=C(Nc1cc(Cl)ccc1F)C1=COCCO1
 : ?	/
40	CC(C)(CN1CCc2ccccc2C1)NS(=O)(=O)c1ccccc1
 : i	-22
41	Cc1nn(CC(=O)NCCc2ccccc2)c(=O)c2cc3occc3n12
 : ?	/
42	COC(=O)c1ccc(C(c2c(C)n(C)n(-c3ccccc3)c2=O)c2c(C)n(C)n(-c3ccccc3)c2=O)cc1
 : -7%	0
43	CCCCCCNC(=O)Cc1c(O)c2ccccc2[nH]c1=O
 : i	/
44	CC1C(C#N)=C(N)OC2=C1C(=O)CC(c1ccccc1)C2 (stereo not given)
 : ?	/
45	O=C(COc1ccccc1O)NNc1ccccc1
 : ?	/
46	Cc1cccc(NC(=O)c2sc(NC(=O)COc3ccccc3)c(C#N)c2C)c1C
 : 1%	-6
47	O=C(NCc1ccc(F)cc1)C1CCCN(C(=O)Nc2ccccc2)C1 (stereo not given)
 : 12%	-11
48	CCOC(=O)C1(Cc2cccc(OC)c2)CCN(Cc2cnc(N)nc2)CC1
 : -19%	11
49	Cc1ccccc1C(=O)Nc1ccccc1-n1cccc1
 : ?	/
50	Cc1ccc(C)c(OCC(=O)NCC(C)(C)N2CCOCC2)c1
 : ?	/
51	COc1ccc(OC)c(/C=N\NC(=O)c2ccc(=O)n(C)c2)c1
 : 14%	0
52	COc1ccc(C2C(C#N)=C(N)Oc3cc(C)[nH]c(=O)c32)cc1OC (stereo not given)
 : 8%	6
53	O=C(CSc1nnc(Cc2ccccc2)o1)c1ccc(F)cc1
 : ?	/
54	CC(NC(=O)c1ccccc1)C(=O)OCC(=O)c1c(N)n(C)c(=O)n(C)c1=O (stereo not given)
 : ?	/
55	CCc1nnc(NC(=O)c2cccc(S(=O)(=O)N(C)c3ccccc3)c2)s1
 : ?	/
56	COc1c(Cl)cccc1-c1cn2ccc(C)cc2n1
 : ?	/
57	COc1ccc(N2CCN(CC(O)c3c[nH]c4ccc(OC)cc34)CC2C)cc1 (stereo not given)
 : -8%	-7
58	CC1CN(c2ccc([N+](=O)[O-])cn2)CC(C)O1 (stereo not given)
 : 5%	12
59	N#Cc1c(NC(=O)CSc2n[nH]c(N)n2)oc(-c2ccccc2)c1-c1ccccc1
 : ?	/
60	COc1ccc(NS(=O)(=O)c2cccc(NC(=O)NC3CCCCC3)c2)cc1
 : ?	/

(listing goes on)
Screens in order: Lipid storage S3	Lipid storage S3 cell count max
61	CCOC(=O)C1(CC2CC2)CCN(Cc2ccc3cccc(F)c3n2)CC1
 : 18%	-2
62	CC1(C)O[C@@H]2[C@@H](CO[C@@]3(COS(N)(=O)=O)OC(C)(C)O[C@@H]23)O1
 : 0%	11
63	O=C(NCc1n[nH]c(=S)n1-c1cccc(Cl)c1)c1ccc(S(=O)(=O)N2CCCC2)cc1
 : ?	/
64	COc1cccc(-c2noc(C3CCCN(S(=O)(=O)c4cccc(Cl)c4C)C3)n2)c1 (stereo not given)
 : 11%	-20
65	NC(=O)c1oc2ccccc2c1NC(=O)c1ccc(F)cc1
 : ?	/
66	CCCCn1c(SCC(=O)c2ccc(OC)c(OC)c2)nc2cc(S(N)(=O)=O)ccc21
 : ?	/
67	CN(C)CCSc1nnc2sc3ccccc3n12
 : i	3
68	O=C(NCc1cccs1)c1cccn2c(=O)c3sccc3nc12
 : 8%	30
69	Cc1ccc(-c2cc(-c3ccccc3)c(C#N)c(N)n2)o1
 : ?	/
70	Cc1cc(C)nc(SCC(=O)c2ccc(O)cc2O)n1
 : ?	/
71	CCN(CC)CCCNC(=O)c1ccc(CS(=O)(=O)c2ccccc2OC)o1
 : -12%	-14
72	O=C(Oc1ccc2ccc(=O)oc2c1)N1CCOCC1
 : ?	/
73	C(=N\N(c1ccccc1)c1ccccc1)/c1ccccn1
 : -1%	10
74	O=C(CN1CCN(c2ccccc2O)CC1)NC(=O)NC1CCCC1
 : ?	/
75	O=C(Cn1cnc2c(nnn2Cc2ccc(Cl)cc2)c1=O)N1CCCc2ccccc21
 : 1%	-2
76	CN(Cc1cccc(C(F)(F)F)c1)C(=O)C1CCC(=O)N(CC2CCCCC2)C1 (stereo not given)
 : ?	/
77	CCOc1ccc(N=C2NC(=O)S/C2=C\c2ccc(Cl)cc2)cc1
 : 10%	0
78	Cc1ccccc1OCC(=O)NNC(=O)C1CCN(c2ncnc3sc(C)c(C)c23)CC1
 : ?	/
79	Cc1ccc(C2=NS(=O)(=O)N(C)C(C(=O)NCc3ccc(F)cc3)=C2)cc1
 : ?	/
80	C=C(C)c1cccc(C(C)(C)NC(=O)Nc2cc(C)ccc2OC)c1
 : 7%	-16
81	Cc1nn(C)c(Cl)c1C(=O)NCC(=O)Nc1ccc(C(C)C)cc1
 : ?	/
82	O=C(N/N=C/c1ccco1)c1ccc(NC(=O)c2ccc(Cl)cc2)cc1
 : i	2
83	CCN(C(=O)c1cc([N+](=O)[O-])ccc1NCc1cccnc1)c1ccccc1
 : ?	/
84	COC(=O)C1(C(F)(F)F)N=C2Sc3ccccc3N2C(N2CCOCC2)=N1 (stereo not given)
 : i	/
85	COc1ccc(C(=O)N(c2ccccc2)C2C=CS(=O)(=O)C2)cc1 (stereo not given)
 : ?	/
86	Cc1cnc(NC(=O)C2(c3ccccc3)CC2)s1
 : ?	/
87	CC1(C)OC(=O)N(CCc2ccccc2)C1(C)O (stereo not given)
 : ?	/
88	CCCCCCSC1=C(C#N)C(=O)NC2(CCCCC2)S1
 : 4%	7
89	COc1ccccc1NS(=O)(=O)c1cccc(C(=O)N2CCCCCC2)c1
 : ?	/
90	Cc1ccc(NC(=S)c2nc3ccccc3s2)cc1
 : ?	/
91	COCCn1c(=O)[nH]c2cc(C(=O)Nc3cccc(C(C)=O)c3)ccc2c1=O
 : i	0
92	O=C(NCCN1CCOCC1)C1CCC(=O)N1C1CCCCC1 (stereo not given)
 : 7%	-1
93	CCC(C)c1ccc(O)c(NC(=O)c2cncc(Br)c2)c1 (stereo not given)
 : ?	/
94	CCC(=O)NC(c1ccco1)c1cc(Cl)c2cccnc2c1OC (stereo not given)
 : 22%&-22%	10
95	CCC(C)c1ccc(NC(=O)C2=CC=CN3CCS(=O)(=O)N=C23)cc1 (stereo not given)
 : ?	/
96	CCOc1ccc2nc(SCC(=O)Nc3ncccn3)[nH]c2c1
 : ?	/
97	COc1ccc(C(=O)N2CCN(Cc3cc(OC)c(O)c(OC)c3)CC2)cc1OC
 : ?	/
98	O=C(c1cccc(S(=O)(=O)N2CCCC2)c1)c1cccc(S(=O)(=O)N2CCCC2)c1
 : ?	/
99	COc1ccccc1-c1nnc(-c2ccc(N3CCOCC3)cc2)o1
 : -1%	-7
100	COc1cc2c(cc1OC)C(C)N(S(=O)(=O)c1cnc(Cl)c(Cl)c1)CC2 (stereo not given)
 : ?	/

Entries of single compounds, quoted from the list. Order of values: Lipid storage S3 | Lipid storage S3 cell count max
Shown for CCC(=O)NC(c1ccco1)c1cc(Cl)c2cccnc2c1OC (stereo not given) → 22%&-22% | 10
Shown for COC(=O)C1(C(F)(F)F)N=C2Sc3ccccc3N2C(N2CCOCC2)=N1 (stereo not given) → i | /

Additional compounds.
Screens in order: Lipid storage S3	Lipid storage S3 cell count max
101	Cc1cc(C(=O)NCc2csc(-c3ccccc3)n2)no1
 : ?	/
102	CC(C)(C)NC(=O)NC(=O)CN1CCN(C(c2ccccc2)c2ccccc2)CC1
 : ?	/
103	NNC(=S)Nc1ccccc1Cl
 : i	/
104	Cc1cccc(NC(=S)NNC(=O)c2ccco2)c1
 : i	/
105	CC(=O)N(C)C1(c2nnnn2CCOC(=O)Nc2cccc3ccccc23)CCCC1
 : ?	/
106	CC1(C)C2([N+](=O)[O-])CN(CCO)CC1([N+](=O)[O-])CN(CCO)C2
 : -4%	12
107	CCOC(=O)c1cc(C)sc1NC(=O)CSc1nnnn1C
 : -12%	-7
108	O=C(NC(=S)Nc1cccc(Cl)c1N1CCCCC1)c1cccs1
 : -1%	7
109	CCOc1cc(/C=N/NC(=O)CCn2nnc3ccccc32)ccc1O
 : ?	/
110	O=C(CSc1nc(NS(=O)(=O)c2ccccc2)cc(=O)[nH]1)Nc1ccc(Cl)cc1
 : ?	/
111	Cc1ccc(-n2ncc3c2CC(C)(C)CC3NC(=O)CCc2cnn(C)c2)cc1 (stereo not given)
 : ?	/
112	COc1ccc(NS(=O)(=O)c2cc(N)ccc2N2CCOCC2)cc1
 : -8%	-13

Some of these compounds in order of the Lipid storage S3 value, smallest number first.
Screens in order: Lipid storage S3	Lipid storage S3 cell count max
107	CCOC(=O)c1cc(C)sc1NC(=O)CSc1nnnn1C
 : -12%	-7
112	COc1ccc(NS(=O)(=O)c2cc(N)ccc2N2CCOCC2)cc1
 : -8%	-13
106	CC1(C)C2([N+](=O)[O-])CN(CCO)CC1([N+](=O)[O-])CN(CCO)C2
 : -4%	12
108	O=C(NC(=S)Nc1cccc(Cl)c1N1CCCCC1)c1cccs1
 : -1%	7
